Screening results deposited in PubChem BioAssay by several laboratories.
RGS4-Gao reg: human RGS4-Galphao interaction regulation | P09471 | Multiplexed bead flow cytometry, RGS4-Galphao binding; actives lie on both sides | binding response (% of control), % at 10 µM | 220,000 compounds, 0.33% hits | AID 1415; in the data active means binding response below about 49% or above about 150%; inactive means in between;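 further: fluorescent Galphao activated with aluminum fluoride binding bead-coupled RGS4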
RGS8-Gao reg: regulators of human RGS8-Galphao interaction. P09471. multiplexed bead flow cytometry, RGS8-Galphao binding; actives lie on both sides. response (percent of control binding), % at 10 µM. 220,000 compounds, 0.34% hits; in the data active means response below about 60% or above about 140%; inactive means in between;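 further: Galphao activated as the GDP aluminium fluoride complex binding bead-coupled RGS8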
Bim-Bcl-W: human Bim-Bcl-W interaction inhibition; Q92843; AID 952; 190,000 compounds, 0.02% hits; bead-based flow cytometry, Bim peptide-Bcl-W binding; inhibition, % at 10 µM;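 further: 0% = bound tracer without compound and 100% = peptide blocker; higher means less fluorescent Bim peptide bound to Bcl-W beads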
Mcl-1 Bim block: human Bim-Mcl-1 interaction inhibition | Q07820 | Bead-based flow cytometry, Bim peptide-Mcl-1 binding | inhibition, % at 10 µM | 190,000 compounds, 0.1% hits;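 further: 0% = no compound tracer wells and 100% = peptide blocker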
Mcl1-Noxa inh: disrupts binding of human Mcl-1 to Noxa peptide. Q07820. TR-FRET Mcl-1/Noxa peptide binding, 2 h. inhibition, % at 21.7 µM. 220,000 compounds, 1.5% hits. AID 1022;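 active means compounds that cut the protein-peptide binding signal by more than 50% relative to plate controls in a single-dose test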;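 further: His-tagged Mcl-1 with rhodamine Noxa BH3 peptide and terbium anti-His antibody; 0% = Mcl-1 plus Noxa peptide wells and 100% = peptide-only wells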
RGS7-Gao reg: regulators of human RGS7-Galphao interaction. P09471. 220,000 compounds, 0.35% hits. Multiplexed bead flow cytometry, RGS7-Galphao binding; actives lie on both sides. binding response (% of control), % at 10 µM; in the data active means binding response below about 49% or above about 150%; inconclusive means no clear call, values can overlap the other calls; inactive means in between;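 further: fluorescent Galphao held in activated GDP-AlF4 state binding bead-coupled RGS7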
Bim-Bcl-B: inhibitors of Bim-Bcl-B interaction, human. Q9HD36. bead-based flow cytometry, Bim peptide-Bcl-B binding. inhibition, % at 10 µM. 190,000 compounds, 0.073% hits. AID 951;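 further: 0% = tracer peptide without compound and 100% = reference inhibitor peptide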
Target sequence (Q9HD36 whole entry, looked up): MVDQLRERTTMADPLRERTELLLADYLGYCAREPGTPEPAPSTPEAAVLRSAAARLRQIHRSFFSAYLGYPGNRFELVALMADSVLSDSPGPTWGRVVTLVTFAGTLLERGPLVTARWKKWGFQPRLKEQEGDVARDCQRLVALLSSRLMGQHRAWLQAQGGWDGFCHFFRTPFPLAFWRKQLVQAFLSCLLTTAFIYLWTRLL
Bcl-XL Bim block: human Bim-Bcl-XL interaction inhibition; 190,000 compounds, 0.04% hits; Q07817; AID 1007; Bim peptide-Bcl-XL binding, bead flow cytometry, fluorescence; inhibition, % at 10 µM
Target sequence (Q07817 whole entry, looked up): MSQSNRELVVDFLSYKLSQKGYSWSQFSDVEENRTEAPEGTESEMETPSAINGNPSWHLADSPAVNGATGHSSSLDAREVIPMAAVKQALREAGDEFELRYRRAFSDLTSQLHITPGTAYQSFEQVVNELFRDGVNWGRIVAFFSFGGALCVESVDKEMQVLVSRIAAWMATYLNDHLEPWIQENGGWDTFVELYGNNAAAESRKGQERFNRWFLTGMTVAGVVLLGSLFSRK
Bcl-2 Bim block: human Bim-Bcl-2 interaction inhibition. inhibition, % at 10 µM. Bead-based flow cytometry, Bim peptide-Bcl-2 binding. 190,000 compounds, 0.06% hits; in the data active means inhibition above about 40%; inconclusive means no clear call, values can overlap the other calls;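 further: 0% = no compound wells with probe peptide and 100% = reference peptide inhibitor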
Target sequence (P10415 whole entry, looked up): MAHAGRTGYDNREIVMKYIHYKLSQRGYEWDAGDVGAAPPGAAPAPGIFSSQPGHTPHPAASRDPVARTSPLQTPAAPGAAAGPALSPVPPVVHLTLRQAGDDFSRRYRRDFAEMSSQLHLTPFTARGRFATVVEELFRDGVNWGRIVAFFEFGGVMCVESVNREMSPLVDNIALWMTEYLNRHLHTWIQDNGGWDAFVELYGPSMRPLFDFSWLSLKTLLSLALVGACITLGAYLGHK
Mcl1 Bid PPI: Mcl-1/Bid interaction inhibition | Q07820 | TR-FRET Mcl-1/Bid-Dy647 peptide binding, 1536-well | inhibition, % at 21.7 µM | 220,000 compounds, 0.97% hits;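 active means compounds that cut the binding signal by more than half at the single screening dose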;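 further: His-tagged Mcl-1 with europium anti-His antibody binding Bid BH3 peptide; 0% = Mcl-1 plus peptide wells and 100% = peptide-only wells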
Bim-Bfl-1: human Bim-Bfl-1 interaction inhibition; Q16548; Bead-based flow cytometry, Bim-Bfl-1 binding inhibition; inhibition, % at 10 µM; 190,000 compounds, 0.12% hits; AID 1008;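 further: 0% = wells without compound plus tracer and 100% = blocker peptide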
* marks the source's active call; other numbers are inactive results; ? = inconclusive; . = not tested or not shown. Unless noted, no stated cut-off is given here; in the data, active means inhibition above about 40%.

SMILES	RGS4-Gao reg	RGS8-Gao reg	Bim-Bcl-W	Mcl-1 Bim block	Mcl1-Noxa inh	RGS7-Gao reg	Bim-Bcl-B	Bcl-XL Bim block	Bcl-2 Bim block	Mcl1 Bid PPI	Bim-Bfl-1
CC(=O)c1cn(CC(=O)Nc2cccc(C)c2C)c2ccccc12	98	103	-1	-1	9	99	-3	-1	-3	-32	-5
CCOC(=O)Nc1cc(=O)c2ccccc2o1	100	99	-1	0	8	103	-3	-1	-4	-5	-4
CCOc1[nH]n(-c2ccccc2)c(=O)c1C=NCc1cccnc1	97	99	-2	-1	-1	?	-5	-3	-3	-32	-7
COc1ccc(-n2c(SCC(=O)Nc3cccc4ccccc34)nc(O)cc2=O)cc1	101	103	.	.	-13	?	.	.	.	-30	.
CCc1ccc(-c2nn(-c3ccccc3)cc2CSC(=N)N)cc1	103	104	3	0	11	101	0	2	14	-6	10
O=C(NC(NC(=S)Nc1ccccc1C(=O)O)C(Cl)(Cl)Cl)c1cccc([N+](=O)[O-])c1 (configuration not stated)	102	101	0	0	20	102	1	-1	0	13	4
Cc1cc(=O)n2[nH]c(N3C(=O)CCC3=O)nc2n1	101	104	-2	0	22	103	1	-1	-1	-2	-1
COc1ccc(-c2csc3ncn(-c4ccccc4OC)c(=O)c23)cc1OC	96	98	0	0	4	93	-2	-4	-5	-4	-3
Cc1cnc2cc(Cl)ccc2c1SCC(=O)O	93	97	.	.	6	?	.	.	.	5	.
O=C(CN(c1ccc(Br)cc1)S(=O)(=O)c1ccc(Cl)c([N+](=O)[O-])c1)NCCc1ccccc1	104	103	-2	0	9	100	-2	-4	-4	-30	-3
Cc1cc(Nc2ccc(Cl)cc2)nc(N)n1	70	91	0	0	15	83	1	-4	-1	-24	1
CN1CCN(C(=O)c2cc(Oc3c(F)c(F)c(F)c(F)c3F)cc(C(=O)N3CCN(C)CC3)c2)CC1	97	99	0	1	-7	?	-2	-1	-2	-27	-2
Cc1ccc(Cn2ccc(NC(=O)c3noc4c3CCCC4)n2)cc1	100	99	-3	-5	8	101	-2	-1	-1	-20	-4
Cc1cccc(NC(=O)C2CCCN2C(=O)OCC(C)C)c1 (configuration not stated)	101	102	-3	-3	-7	102	-12	-9	-9	-6	-17
OC(COCc1ccco1)CN1CCN(C(c2ccccc2)c2ccccc2)CC1 (configuration not stated)	100	100	-2	0	18	98	-9	-4	-10	27	-17
CC(=O)Nc1cccc(C(=O)/C=C/c2ccc(F)cc2)c1	99	99	0	0	-1	101	1	-1	1	-5	8
COc1ccc(C2/C=C\CN(C(=O)OCc3ccccc3)CC(=O)N2Cc2ccc(F)cc2)cc1 (configuration not stated)	101	102	.	.	1	?	.	.	.	-30	.
Cc1c(C(=O)N2CCN(c3ccccc3F)CC2)sc2ncn(CC(=O)N3CCOCC3)c(=O)c12	97	99	0	-4	22	95	-13	-5	-13	-20	-16
COc1cc(CNc2ccc(N3CCCC3)cc2)ccc1OCc1ccccc1F	81	68	20	1	57*	57	-11	1	10	-106	27
C/C(N)=C(/C#N)C(=O)CSc1nnc(COc2ccccc2Cl)o1	107	107	-4	-2	41	103	-7	1	-7	14	-6
CC1CN(Cc2ccccc2Cl)CC(C)O1 (configuration not stated)	103	104	-2	-3	33	105	0	-1	-4	51*	0
COc1cccc2cc(NC(=O)C3CCCCC3)c(=O)oc12	101	100	0	0	-4	99	-1	-7	0	-10	-4
C=C(C)CNC(=S)NN=C1c2ccccc2-c2ccccc21	103	103	-3	0	-29	?	-4	-5	-5	-44	-9

Some of these compounds in order of their number in RGS8-Gao reg, high to low.
structure,RGS4-Gao reg,RGS8-Gao reg,Bim-Bcl-W,Mcl-1 Bim block,Mcl1-Noxa inh,RGS7-Gao reg,Bim-Bcl-B,Bcl-XL Bim block,Bcl-2 Bim block,Mcl1 Bid PPI,Bim-Bfl-1
COc1cccc2cc(NC(=O)C3CCCCC3)c(=O)oc12,101,100,0,0,-4,99,-1,-7,0,-10,-4
Cc1ccc(Cn2ccc(NC(=O)c3noc4c3CCCC4)n2)cc1,100,99,-3,-5,8,101,-2,-1,-1,-20,-4
Cc1cc(Nc2ccc(Cl)cc2)nc(N)n1,70,91,0,0,15,83,1,-4,-1,-24,1

In the list so far, these have a carbonyl joined to an NH by a bond outside any ring.
SMILES	RGS4-Gao reg	RGS8-Gao reg	Bim-Bcl-W	Mcl-1 Bim block	Mcl1-Noxa inh	RGS7-Gao reg	Bim-Bcl-B	Bcl-XL Bim block	Bcl-2 Bim block	Mcl1 Bid PPI	Bim-Bfl-1
CC(=O)c1cn(CC(=O)Nc2cccc(C)c2C)c2ccccc12	98	103	-1	-1	9	99	-3	-1	-3	-32	-5
CCOC(=O)Nc1cc(=O)c2ccccc2o1	100	99	-1	0	8	103	-3	-1	-4	-5	-4
COc1ccc(-n2c(SCC(=O)Nc3cccc4ccccc34)nc(O)cc2=O)cc1	101	103	.	.	-13	?	.	.	.	-30	.
O=C(NC(NC(=S)Nc1ccccc1C(=O)O)C(Cl)(Cl)Cl)c1cccc([N+](=O)[O-])c1 (configuration not stated)	102	101	0	0	20	102	1	-1	0	13	4
O=C(CN(c1ccc(Br)cc1)S(=O)(=O)c1ccc(Cl)c([N+](=O)[O-])c1)NCCc1ccccc1	104	103	-2	0	9	100	-2	-4	-4	-30	-3
Cc1ccc(Cn2ccc(NC(=O)c3noc4c3CCCC4)n2)cc1	100	99	-3	-5	8	101	-2	-1	-1	-20	-4
Cc1cccc(NC(=O)C2CCCN2C(=O)OCC(C)C)c1 (configuration not stated)	101	102	-3	-3	-7	102	-12	-9	-9	-6	-17
CC(=O)Nc1cccc(C(=O)/C=C/c2ccc(F)cc2)c1	99	99	0	0	-1	101	1	-1	1	-5	8
COc1cccc2cc(NC(=O)C3CCCCC3)c(=O)oc12	101	100	0	0	-4	99	-1	-7	0	-10	-4
